# Screens: PubChem, several laboratories
# RSV antiviral HEp-2: RSV antiviral activity via CPE protection, HEp-2 cells, primary 10 µM value included (AID 2391) | HEp-2 cells, RSV-induced CPE inhibition; higher % means a stronger effect | one-dose CPE inhibition, % at 10 µM; IC50 in µM for titrated hits | hit rate 0.13% among 310,000; in the data active = a potency from the dose series; inconclusive = CPE inhibition mostly from about 23% at the one dose, without a potency; inactive = the rest, 99 in 100 with CPE inhibition below about 21%; also: strong numbers were not always called active
# West Nile antiviral: West Nile virus antiviral activity, cell-based, CPE readout (AID 1621); hit rate 0.02% among 290,000; CPE inhibition, % at 10 µM, or IC50 in µM where a hit was titrated; West Nile virus-infected cells, CPE inhibition; higher % means a stronger effect; in the data active = a potency from the dose series; inconclusive = CPE inhibition mostly from about 3.7% at the one dose, without a potency; inactive = the rest, 99 in 100 with CPE inhibition below about 2.2%; also: strong numbers were not always called active
# Yfh1-off respiration: enhancers of respiration in Yfh1-depleted yeast, dose response, Friedreich's ataxia, plus single-dose screen (AID 1465); S. cerevisiae Yfh1-off respiration, WST-1 reduction, 72 h; higher fold induction means a stronger effect; hit rate 0.074% among 220,000; fold induction at 50 µM; hits with a dose series show EC50 in µM;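 active = fold induction of absorbance versus untreated yeast above a set limit, then at least 30% activation at any dose in follow-up; inconclusive = repeats straddling the limit, or above it without dose testing; inactive = fold induction below the set limit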;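 also: activators that raise dye reduction in frataxin-depleted yeast; strong numbers were not always called active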
# Dengue-2 NS5 capping: Dengue-2 NS5 methyltransferase inhibitors, primary screen, biochemical, confirmation dose response (AID 588689). Genome polyprotein (Dengue virus type 2 (strain 16681-PDK53)). Dengue-2 NS5 methyltransferase capping enzyme assay, biochemical; higher % means a stronger effect. inhibition, % at 25 µM, or IC50 in µM where a hit was titrated. hit rate 0.3% among 340,000; in the data active = a potency from the dose series; inconclusive = inhibition above about 29% without an active follow-up result
# XIAP displacement: XIAP antagonists, biochemical, IAP family, fluorescence polarization (AID 1018); E3 ubiquitin-protein ligase XIAP (Homo sapiens); XIAP BIR domain, fluorescence polarization peptide displacement; higher % means a stronger effect; one-dose displacement, % at 20 µM; IC50 in µM for titrated hits; hit rate 0.007% among 200,000; in the data active = displacement above about 50%; also: a part of the inactive calls stands beside numbers as strong as those of hits
# UTI89 phage lysis: inhibition of K1F phage lysis, E. coli UTI89, bacterial capsule biogenesis inhibitors, alamar blue (AID 488966) | inhibition, % at 100 µM, or IC50 in µM where a hit was titrated | E. coli UTI89 K1F phage lysis, alamar blue, 2 h; higher % means a stronger effect | hit rate 0.02% among 340,000;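 active = phage lysis inhibition, versus mean bacterial control, above a set limit; inconclusive = no clear call, values can overlap the other calls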;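 also: capsule biogenesis inhibitors block K1F phage lysis so surviving cells raise fluorescence; higher fluorescence means more inhibition of phage lysis; actives were called in the ten point dose series up to 300 µM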
# WT yeast gro inh: growth inhibition of WT strain, primary screen, mitochondrial fusion inhibitor project, WT and mutant strains, chemical genetic; hit rate 2.1% among 190,000; inhibition, % at 10 µM; mitochondrial fusion phenotypic screen; in the data active = inhibition above about 58%; tested in S. cerevisiae
# Large T inhibition: SV40 large T antigen inhibitors, biochemical (AID 1903). SV40 large T antigen ATPase/helicase inhibition assay; higher % means a stronger effect. one-dose inhibition, % at 20 µM; IC50 in µM for titrated hits. hit rate 0.39% among 310,000; in the data active = a potency from the dose series; inconclusive = inhibition mostly from about 32% at the one dose, without a potency; inactive = the rest, 99 in 100 with inhibition below about 32%; also: strong numbers were not always called active
# ER stress rescue: rescue of cells from ER stress-induced death, primary screen, 384-well, CSM14.1, thapsigargin, ATP luminescence (AID 1222) | cellular ATP content (survival), % at 20 µM, or EC50 in µM where a hit was titrated | 190,000 tested, under 10 active | CSM14.1 thapsigargin-induced death rescue, ATP luminescence; higher % means a stronger effect;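 active = EC50 below 50 µM in the dose-response confirmation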;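 also: death triggered by thapsigargin at about 15 µM added after 2 h compound pretreatment; cell ATP read after overnight thapsigargin exposure of roughly 18 to 22 hours; normalized against plate controls of thapsigargin alone and 5% DMSO vehicle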
# WT yeast gro inh mutant strain: recorded beside WT yeast gro inh, whose call it bears; inhibition, %; mitochondrial fusion phenotypic screen, mutant strain inhibition
# Dengue-2 NS5 capping pilot replicate: further read-out of Dengue-2 NS5 capping, marked with its call; inhibition, %; measured here: pilot screen replicate inhibition
# * hit, by the source's call; i = inactive; ? = inconclusive; . = no result given; [ ] = dose if it differs, or a comment.
SMILES,RSV antiviral HEp-2,West Nile antiviral,Yfh1-off respiration,Dengue-2 NS5 capping,XIAP displacement,UTI89 phage lysis,WT yeast gro inh,WT yeast gro inh mutant strain,Large T inhibition,ER stress rescue,others
COc1ccc(N(C(=O)Cc2cccs2)C(C(=O)NC2CCCCC2)c2cccn2C)cc1OC (stereo not drawn),0.9%,0.0%,i,-8%,-7.4%,-1.0%,11,12,-1%,0.0%,
CC(Sc1nnc(N)s1)C(=O)NC1CCCCC1C (stereo not drawn),-2.0%,.,.,2%,.,1.0%[50 µM],.,.,10%,.,
O=c1cnn(-c2ccccc2)c(-c2ccccc2)c1,2.2%,1.5%,i,-9%,0.8%,0.3%,11,-2,-6%,1.0%,
CCCCN(CCO)c1ncnc2sc(-c3ccccc3)cc12,?,0.9%,.,-8%,.,0.3%,.,.,21%,.,
Cn1nc2c(c1C(=O)O)CCCC2,1.9%,1.1%,i,6%,-3.2%,-0.7%,-6,6,6%,-6.7%,
CCCCn1nnnc1SCC(=O)N1CCOCC1,0.8%,0.2%,i,-8%,-8.1%,0.1%,-15,-9,4%,1.1%,
O=C(Nc1nc2ccsc2c(=O)s1)c1ccc(F)cc1Cl,.,0.0%,i,-2%,.,0.1%,.,.,15%,.,
Cc1cc(-n2c(C)cc(C(=O)COc3ccc([N+](=O)[O-])cc3)c2C)no1,5.3%,-0.4%,i,-5%,-1.3%,-0.4%,-10,-15,-3%,-0.3%,
CN1C(=O)CC(C(=O)O)SC1=Nc1cc(Cl)cc(Cl)c1 (stereo not drawn),0.8%,0.3%,i,4%,-11%,0.6%,-9,-22,11%,-5.2%,
Cc1cc(C)nc(CCNC(=O)c2cc(COc3c(F)cccc3F)on2)n1,0.4%,-0.5%,i,0%,0.6%,0.4%,10,8,9%,1.7%,
Cc1ccc(-n2ncc3c2CC(C)(C)CC3NC(=O)c2ccccn2)cc1 (stereo not drawn),11%,0.1%,.,-13%,.,-0.3%,.,.,2%,.,
CCc1nnc(NC(=O)CSc2nnc(CNC(=O)c3ccc(OC)c(OC)c3)o2)s1,4.1%,2.0%,i,-16%,-8.8%,-0.1%,3,12,10%,-1.4%,
O=C(CC1C(=O)NCCN1Cc1cccc(Oc2ccccc2)c1)NCCc1ccccn1 (stereo not drawn),-0.2%,-0.6%,i,7%,-8.1%,0.1%,1,0,1%,0.0%,
O=C(COC(=O)C1(c2ccc(F)cc2)CCCC1)Nc1ncc(C(F)(F)F)cc1Cl,1.7%,-0.5%,i,4%,-4.9%,1.5%[50 µM],56,2,18%,0.7%,
COc1cccc(N2CC(C(=O)N3CCC4(CC3)CC(=O)c3ccccc3O4)CC2=O)c1 (stereo not drawn),10%,.,.,-6%,.,0.1%[50 µM],.,.,6%,.,
Nc1cc(=O)[nH]c(=S)n1-c1cccc(C(F)(F)F)c1,0.8%,-0.4%,i,-2%,-8.0%,0.4%,-3,2,14%,2.4%,
Cn1c(C(=O)NC2CCCCC2)cc2c(=O)n(C)c3ccccc3c21,3.7%,0.2%,i,-3%,-0.8%,-2.0%,4,-12,2%,1.4%,
CCCCNC(=S)N/N=C/C1=CCC2CC1C2(C)C (stereo not drawn),8.3%,-1.2%,i,-5%,-0.8%,0.0%[50 µM],70*,55*,3%,-2.8%,
CCOC(=O)N1CCN(C(=O)CCc2ccc(S(=O)(=O)NC(C)C)cc2)CC1,1.2%,-1.2%,.,5%,.,0.2%,.,.,7%,.,Dengue-2 NS5 capping pilot replicate=-0.3
CCC(C(=O)OC)n1c(-c2ccccc2)nc2ccccc2c1=O (stereo not drawn),-1.0%,-1.0%,i,-11%,-2.0%,0.4%,60*,51*,4%,0.9%,

# Reprinted from above, five compounds:
SMILES,RSV antiviral HEp-2,West Nile antiviral,Yfh1-off respiration,Dengue-2 NS5 capping,XIAP displacement,UTI89 phage lysis,WT yeast gro inh,WT yeast gro inh mutant strain,Large T inhibition,ER stress rescue,others
Nc1cc(=O)[nH]c(=S)n1-c1cccc(C(F)(F)F)c1,0.8%,-0.4%,i,-2%,-8.0%,0.4%,-3,2,14%,2.4%,
Cn1c(C(=O)NC2CCCCC2)cc2c(=O)n(C)c3ccccc3c21,3.7%,0.2%,i,-3%,-0.8%,-2.0%,4,-12,2%,1.4%,
CCCCNC(=S)N/N=C/C1=CCC2CC1C2(C)C (stereo not drawn),8.3%,-1.2%,i,-5%,-0.8%,0.0%[50 µM],70*,55*,3%,-2.8%,
CCOC(=O)N1CCN(C(=O)CCc2ccc(S(=O)(=O)NC(C)C)cc2)CC1,1.2%,-1.2%,.,5%,.,0.2%,.,.,7%,.,Dengue-2 NS5 capping pilot replicate=-0.3
CCC(C(=O)OC)n1c(-c2ccccc2)nc2ccccc2c1=O (stereo not drawn),-1.0%,-1.0%,i,-11%,-2.0%,0.4%,60*,51*,4%,0.9%,

# (further entries)
SMILES,RSV antiviral HEp-2,West Nile antiviral,Yfh1-off respiration,Dengue-2 NS5 capping,XIAP displacement,UTI89 phage lysis,WT yeast gro inh,WT yeast gro inh mutant strain,Large T inhibition,ER stress rescue,others
CCCc1cc(=O)oc2cc(OCC(=O)NCCCN3CCOCC3)ccc12,-0.6%,-0.4%,.,2%,.,1.0%,.,.,7%,.,
O=C(CCC(=O)Nc1ccccc1Cl)NNC(=O)NC1CCCCC1,1.5%,0.1%,.,-4%,.,0.0%,.,.,22%,.,
CCC(c1nnnn1C(C)(C)C)N(CCOC)Cc1cc2cccc(C)c2n2nnnc12 (stereo not drawn),.,0.1%,i,.,-2.6%,.,-6,-9,1%,-0.7%,
CCOC(=O)c1c(C)[nH]c(C(=O)OCC(=O)N2c3ccccc3CC2C)c1C (stereo not drawn),15%,0.0%,i,-3%,-8.4%,1.7%,10,5,5%,-0.5%,
CCn1c(SCc2nc3ccccc3c(=O)[nH]2)nnc1-c1ccncc1,-1.2%,0.0%,i,3%,-4.4%,-0.4%,10,13,8%,-1.8%,Dengue-2 NS5 capping pilot replicate=-0.3
Cc1ccc(C)c(NC(=O)NCc2ccccn2)c1,-0.5%,0.0%,.,-6%,.,-1.1%[50 µM],.,.,-10%,.,
Cc1cccc(C(=O)N(CCc2ccccc2)Cc2ccccc2)c1[N+](=O)[O-],8.5%,0.3%,.,-7%,.,1.1%,.,.,15%,.,
O=C(Nc1ccc(N2CCCC2)cc1)c1ccc([N+](=O)[O-])cc1Cl,-0.5%,-0.7%,i,-12%,-2.3%,0.1%,8,27,14%,-2.5%,
O=C1CC(NS(=O)(=O)c2cccs2)CN1c1ccccc1 (stereo not drawn),-0.5%,.,.,-6%,.,1.7%[50 µM],.,.,9%,.,
O=C(Nc1ccccc1)c1snc2c(=O)[nH]cnc12,-4.4%,-0.8%,i,-1%,-4.6%,-1.7%,10,-5,.,-1.9%,
CC1C(=O)N2CCCc3cc(NC(=O)C(=O)NCCc4ccc(F)cc4)cc1c32 (stereo not drawn),-1.7%,.,.,1%,.,1.1%[50 µM],.,.,25%,.,
Cc1[nH]c2ccccc2c1/C=N/NC(=O)CCC(=O)NCc1ccccc1,0.4%,-0.2%,i,-10%,-2.1%,3.0%,-14,7,27%,2.6%,
CCN(CC)S(=O)(=O)c1cc([N+](=O)[O-])ccc1N1CCC(C(N)=O)CC1,0.2%,0.7%,i,0%,-1.2%,0.4%,14,9,3%,-1.7%,
COc1cc2[nH]c(=O)n(CCC(=O)N3CCc4ccccc4C3)c(=O)c2cc1OC,2.2%,0.8%,i,-2%,-6.4%,-0.1%,-5,-15,0%,-2.9%,
O=C(c1cnccn1)N(Cc1ccco1)C1(C(=O)NC2CCCC2)CCCCC1,0.8%,-0.7%,i,7%,-4.4%,0.1%,4,8,6%,-0.8%,
O=C(NCc1ccco1)c1cc2nc(-c3ccc4c(c3)OCO4)cc(C(F)(F)F)n2n1,1.1%,-0.6%,i,9%,-5.2%,-0.2%,-2,-7,.,7.1%,
CC(C)(C)NC(=O)COC(=O)Cc1ccc(Cl)cc1,0.2%,0.2%,i,-3%,1.9%,3.2%,-3,-16,11%,-2.8%,
Cc1ccnc2nc(C(=O)OCCOc3ccc(F)cc3)nn12,1.7%,1.6%,i,-4%,-9.5%,0.6%,-7,-17,1%,-1.8%,
CCCCNC(=O)CCCCC(=O)N/N=C/c1ccccc1Cl,2.1%,-1.4%,i,2%,-7.8%,1.2%,-2,17,8%,-1.1%,
CCOC(=O)c1ccc(NCc2nc3ccccc3[nH]2)cc1,0.9%,-0.1%,i,-1%,-2.6%,0.0%,3,5,12%,.,
CCOC(=O)NN=C1c2ccccc2-c2ccccc21,6.4%,-1.6%,.,-1%,.,0.1%,.,.,15%,.,
COc1ccc(-c2nnc(SCc3ccccc3)n2N)cc1,3.6%,1.0%,i,-2%,-3.1%,-0.2%,5,20,21%,-2.4%,Dengue-2 NS5 capping pilot replicate=-1.1
CCOc1ccc(NC(=O)CN(C)C(=O)c2sc3ccccc3c2Cl)cc1OCC,3.1%,.,.,7%,.,-0.8%[50 µM],.,.,24%,.,
C/C(=N\NC(=O)c1ccn(C)n1)c1cccc(NC(=O)c2ccc(C)s2)c1,8.2%,-0.5%,i,-1%,-3.8%,3.9%[50 µM],-15,2,7%,-9.7%,
COc1ccc(N(C(C)C(=O)NC2CCCCCC2)S(C)(=O)=O)cc1 (stereo not drawn),1.1%,-0.8%,i,5%,-3.8%,0.2%,-4,-5,10%,-1.2%,
CCCNC(=O)c1c(N)n(-c2cc(OC)cc(OC)c2)c2nc3ccccc3nc12,4.2%,2.8%,i,1%,-2.9%,4.2%,13,1,8%,-0.7%,

# Ordered by length of the SMILES (ascending): 3 of the compounds above
SMILES,RSV antiviral HEp-2,West Nile antiviral,Yfh1-off respiration,Dengue-2 NS5 capping,XIAP displacement,UTI89 phage lysis,WT yeast gro inh,WT yeast gro inh mutant strain,Large T inhibition,ER stress rescue,others
COc1ccc(N(C(C)C(=O)NC2CCCCCC2)S(C)(=O)=O)cc1 (stereo not drawn),1.1%,-0.8%,i,5%,-3.8%,0.2%,-4,-5,10%,-1.2%,
CCOc1ccc(NC(=O)CN(C)C(=O)c2sc3ccccc3c2Cl)cc1OCC,3.1%,.,.,7%,.,-0.8%[50 µM],.,.,24%,.,
CCCNC(=O)c1c(N)n(-c2cc(OC)cc(OC)c2)c2nc3ccccc3nc12,4.2%,2.8%,i,1%,-2.9%,4.2%,13,1,8%,-0.7%,
